# Screens as filed in PubChem BioAssay.
# PREPL inh = PREPL enzyme inhibitors, primary screen, biochemical, fluorescence polarization | Prolyl endopeptidase-like (Homo sapiens), Q4J6C6 | recombinant PREPL, fluorescence polarization activity-based probe | inhibition, % at 5.96 µM | hit rate 0.68% among 320,000; in the data active = inhibition above about 43%;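 also: 0% = enzyme with DMSO and 100% = wells lacking enzyme; many of its hits are not listed in these tables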
# Target sequence (Q4J6C6 whole entry, looked up): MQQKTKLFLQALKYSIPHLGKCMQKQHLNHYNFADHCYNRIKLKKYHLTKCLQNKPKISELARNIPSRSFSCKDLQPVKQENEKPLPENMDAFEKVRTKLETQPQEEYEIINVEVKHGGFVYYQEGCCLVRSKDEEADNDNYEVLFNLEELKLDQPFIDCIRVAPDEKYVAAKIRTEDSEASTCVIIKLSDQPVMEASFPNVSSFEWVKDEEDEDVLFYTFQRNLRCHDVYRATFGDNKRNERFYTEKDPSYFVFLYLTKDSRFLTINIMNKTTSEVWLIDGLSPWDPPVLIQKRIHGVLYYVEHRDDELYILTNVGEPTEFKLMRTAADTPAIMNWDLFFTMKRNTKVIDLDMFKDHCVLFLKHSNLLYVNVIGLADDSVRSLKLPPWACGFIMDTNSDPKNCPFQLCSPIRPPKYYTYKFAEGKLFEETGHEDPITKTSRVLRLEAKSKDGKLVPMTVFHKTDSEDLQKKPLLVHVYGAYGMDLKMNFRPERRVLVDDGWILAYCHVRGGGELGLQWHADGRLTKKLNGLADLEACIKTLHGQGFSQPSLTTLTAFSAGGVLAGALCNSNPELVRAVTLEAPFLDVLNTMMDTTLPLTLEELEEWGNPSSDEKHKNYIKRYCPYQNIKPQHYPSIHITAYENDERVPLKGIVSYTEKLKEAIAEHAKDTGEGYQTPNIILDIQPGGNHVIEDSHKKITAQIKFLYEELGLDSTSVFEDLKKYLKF
# TPT1 inhibitor = Candida albicans TPT1 enzyme inhibitors, primary screen, biochemical, fluorescence polarization; hit rate 0.81% among 300,000; inhibition, % at 5 µM; recombinant caTPT1, FP RNA substrate dephosphorylation; tRNA 2'-phosphotransferase TPT1 (Candida albicans SC5314);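 active = inhibition above the mean of all tested compounds plus 3 SD, set per screening campaign, cut at about 24% in these data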;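 also: plate controls were DMSO alone for no effect and ferristatin control at 100 nM for full effect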
# PP5 inh = PP5 phosphatase inhibitors, primary screen, biochemical, fluorescence; Serine/threonine-protein phosphatase 5 (Homo sapiens), P53041; hit rate 0.18% among 320,000; purified PP5c, OMFP substrate fluorescence; inhibition, % at 6.7 µM;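 active = inhibition above the campaign's mean inhibition across all tested compounds plus 3 SD, cut at about 9.5% in these data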;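 also: 0% = DMSO only and 100% = 100 µM cantharidin control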
# ZTA counter = counter-screen for EBNA-1 inhibitors: inhibitors of Epstein-Barr virus ZTA; AID 2234; ZTA-DNA binding, fluorescence polarization; P03206; inhibition, % at 11 µM; hit rate 0.15% among 320,000; in the data active = inhibition above about 33%
# PP1 inh = PP1-alpha phosphatase inhibitors, primary screen, counter-screen for PP5 inhibitor project, biochemical, fluorescence, OMFP substrate, single point | hit rate 0.9% among 320,000 | inhibition, % at 6.7 µM | Serine/threonine-protein phosphatase PP1-alpha catalytic subunit (Homo sapiens), P62136 | purified PP1alpha;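 active = inhibition above the mean inhibition of all tested compounds plus 3 SD, computed separately for each screening campaign, cut at about 15% in these data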
# Target sequence (P62136 whole entry, looked up): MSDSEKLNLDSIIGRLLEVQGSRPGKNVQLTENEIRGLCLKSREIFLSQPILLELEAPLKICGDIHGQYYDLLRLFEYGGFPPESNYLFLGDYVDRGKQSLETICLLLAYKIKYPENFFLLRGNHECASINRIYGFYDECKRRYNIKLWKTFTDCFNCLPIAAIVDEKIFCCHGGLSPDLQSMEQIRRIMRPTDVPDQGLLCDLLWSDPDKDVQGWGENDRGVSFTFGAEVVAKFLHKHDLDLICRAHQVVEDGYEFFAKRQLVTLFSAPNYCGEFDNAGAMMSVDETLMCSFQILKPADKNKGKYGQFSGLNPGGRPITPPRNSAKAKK
# EBNA-1 inhibitor = EBNA-1 DNA-binding inhibitors, primary screen, biochemical, fluorescence polarization; hit rate 0.34% among 300,000; inhibition, % at 14.8 µM; in the data active = inhibition above about 28%
# Efflux pump mplx = inhibitors of Candida efflux pumps in yeast, primary screen, S. cerevisiae, Nile Red, multiplex | S. cerevisiae Candida pump triplex | inhibition, % at 10 µM | hit rate 0.44% among 330,000 | AID 485275, 2010;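 active = plate passing quality check with inhibition over a set limit, or well fluorescence over plate mean plus 4 SD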;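 also: Nile Red retained in pooled yeast measured as flow cytometry median fluorescence; 0% = buffer negative control and 100% = Enniatin B positive control; higher means more Nile Red kept so more efflux inhibition; some compounds called inactive have numbers as strong as hits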
# Fh CTSL1 inh = Fasciola hepatica cathepsin L1 inhibitors, primary screen, counter-screen for PFM18AAP inhibitor project, biochemical, QFRET, fluorogenic peptide substrate; hit rate 0.49% among 300,000; recombinant F. hepatica cathepsin L1, Z-Leu-Arg-MCA fluorescence; inhibition, % at 5.96 µM; AID 1906, 2009;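 active = inhibition above the mean of all tested compounds plus 3 SD, set per screening campaign, cut at about 17% in these data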;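 also: 0% = plate median of test compound wells and 100% = 1 µM Z-Phe-Ala-diazomethylketone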
# HCV core dimer = inhibitors of HCV core protein dimerization, primary screen, biochemical, TR-FRET, high-throughput. hit rate 0.33% among 300,000. inhibition, % at 5 µM. AID 1899, 2009. TR-FRET GST/Flag-core106 dimerization, 1536-well;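 active = inhibition above the mean of all tested compounds plus 3 SD, set per screening campaign, cut at about 45% in these data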
#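 assay system = GST-tagged and Flag-tagged HCV core protein residues 1-106 | controls = unlabelled core106 and no-GST-core106 wells | incubation = compound-protein-antibody incubation 4 h at 22.5 °C | probe or stimulus = Eu donor and XL665 acceptor anti-tag antibodies | read-out = % inhibition based on acceptor/donor emission ratio | signal = TR-FRET 671 and 617 nm emission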
# * marks the source's active call; other numbers are inactive results; nt = no result given. Not all compounds are listed; rates above refer to the full screens.
SMILES,PREPL inh,TPT1 inhibitor,PP5 inh,ZTA counter,PP1 inh,EBNA-1 inhibitor,Efflux pump mplx,Fh CTSL1 inh,HCV core dimer
COc1cccc(NC(=O)CSc2nc(C3CC3)nc3ccccc23)c1,-5.6,-3.0,1.1,-12.6,2.7,1.4,-0.3,0.4,8.7
Cc1csc(N2CCN(c3cc4c(cc3Cl)nc(-c3ccncc3)n4CCCN3CCCC3)CC2)n1,29.9,0.1,0.8,6.8,4.8,9.6,-0.1,-0.8,-14.8
CC(=O)Nc1ccc(C(=O)OCC(=O)Nc2ccc(N3CCOCC3)cc2)cc1,14.3,0.5,-0.9,2.4,-3.0,-12.3,-0.1,-5.1,-3.9
Cc1cccc(C(=O)OCC(=O)NCc2cccs2)c1,1.9,-1.4,-1.9,-9.9,-2.9,7.3,0.0,2.7,0.1
O=C(CCCCCN1C(=O)[C@@H]2Cc3ccccc3CN2C1=O)NCCc1ccccc1,16.1,1.1,-1.3,0.7,0.1,3.7,0.0,2.0,5.6
Cc1cccnc1NC(=O)C1CCN(S(=O)(=O)c2ccc3c(c2)CCC(=O)N3)CC1,3.0,-1.0,-0.9,7.1,-0.6,4.2,0.1,0.6,2.8
Fc1cc(F)cc(NC(=S)N2CCC(c3ccccc3)C2)c1 (centres undefined),18.4,-0.7,3.0,-7.5,1.6,6.0,-0.2,-1.8,-1.8
O=C(CSc1nnc(NC(=O)C2CC(=O)N(c3ccccc3)C2)s1)NCc1ccco1 (centres undefined),0.9,-0.8,0.5,11.2,0.7,-1.7,0.0,1.5,17.6
C=CCn1c(COc2ccc(F)cc2)nnc1SCC(=O)Nc1cccc(S(N)(=O)=O)c1,-24.7,-5.7,0.2,3.3,-1.5,7.8,-0.1,3.8,-1.5
COc1cc2c(cc1OC)C1=C(C#N)CC/C(=N\S(=O)(=O)c3cccc(Cl)c3)N1CC2,-3.7,-3.5,0.2,-3.9,1.5,4.7,0.1,2.4,4.4
O=C(Nc1cccc(NC(=O)c2cccc(Cl)c2)c1)c1cccnc1,-11.2,-3.0,0.0,-7.7,-2.4,10.0,-0.2,0.6,3.8
CC(=O)N(c1ccc2oc(=O)sc2c1)S(=O)(=O)c1cccs1,13.4,0.1,0.7,-0.5,-1.2,-7.2,0.1,3.3,-2.8
CCN1CCN(Cc2ccc(OC)c(OCc3ccccc3)c2)CC1,-0.2,4.1,0.9,-6.8,-0.4,-6.6,0.1,-2.2,-3.4
O=c1[nH]c2ccccc2n1Cc1ccccc1,-8.3,-0.3,0.0,0.0,1.0,1.4,-0.1,-0.6,2.4
CSc1nc2sc3c(c2c2nnnn12)CCCC3,-5.5,-0.4,2.0,-6.0,-2.4,2.4,0.1,-1.2,4.3
CC(C)(C)C(=O)Nc1nnc(SCC(=O)NCc2ccco2)s1,0.4,0.7,1.8,-26.4,-0.6,2.8,0.2,-1.9,-3.4
CCOC(=O)C(=O)Nc1cc(Cl)ccc1C,12.7,-5.5,2.3,-25.5,3.8,-16.1,0.1,-0.4,-12.9
Cc1ccc(C2C(C(=O)c3ccco3)=C(O)C(=O)N2c2nnc(C)s2)cc1 (centres undefined),-5.0,-8.9,0.9,3.4,6.8,6.7,-0.1,1.0,5.6
CCCCCOC(=O)c1ccc(OC(=O)c2cncc(Br)c2)cc1,3.7,-1.1,2.5,-5.1,-4.0,2.9,0.0,3.6,-1.0
COC(=O)c1ccccc1OCCCOc1ccc(C=O)cc1OC,15.7,-5.8,1.2,-6.5,-1.0,-4.5,0.2,-1.7,-4.4
COc1ccc(/C=C/c2nc(-c3ccccc3O)n[nH]2)cc1,5.3,4.5,7.1,-2.8,3.0,-0.6,0.5,3.9,6.4
Cc1ccc([C@@H]2CC=C(C(=O)O)[C@H](c3ccc(F)cc3)N2S(=O)(=O)c2ccc(C)cc2)cc1,-1.8,-2.3,-2.4,-0.7,10.8,-4.6,0.1,-0.7,18.2
O=C(COC(=O)CNS(=O)(=O)c1ccccc1)Nc1ccc(Cl)cn1,30.0,-3.0,0.5,5.5,-2.6,16.1,-0.1,-41.4,-1.1
O=C(CN1C(=O)NC(Cc2ccccc2)C1=O)NC(=O)NC1CCCCC1 (centres undefined),27.4,2.9,-3.8,11.7,-8.2,-19.7,0.1,-0.6,11.0
CCNC(=O)c1ccc(=O)n(Cc2ccc(Cl)cc2Cl)c1,-6.9,-0.3,0.2,-5.6,-3.5,-13.6,0.0,-2.7,0.3

# Taken from above:
# PREPL inh, `COc1cc2c(cc1OC)C1=C(C#N)CC/C(=N\S(=O)(=O)c3cccc(Cl)c3)N1CC2` reads -3.7
# PP1 inh, `Cc1csc(N2CCN(c3cc4c(cc3Cl)nc(-c3ccncc3)n4CCCN3CCCC3)CC2)n1` reads 4.8
# PP1 inh, `CC(=O)Nc1ccc(C(=O)OCC(=O)Nc2ccc(N3CCOCC3)cc2)cc1` reads -3.0

# (further entries)
SMILES,PREPL inh,TPT1 inhibitor,PP5 inh,ZTA counter,PP1 inh,EBNA-1 inhibitor,Efflux pump mplx,Fh CTSL1 inh,HCV core dimer
Cc1nc2ccccn2c1C(=O)NC1CCCC1,-2.7,-2.1,-2.5,1.3,-5.1,3.9,0.1,-3.9,-0.2
O=C(NCc1n[nH]c(=S)n1-c1ccc(Cl)c(Cl)c1)c1cccs1,-11.3,1.1,2.6,-12.2,1.6,-19.0,0.1,-2.8,-1.7
Cc1nnc(SCCn2c(N3CCCCC3)nc3c2c(=O)n(C)c(=O)n3C)s1,5.4,-4.6,-0.1,-1.1,2.0,-13.8,0.3,-1.3,-0.5
CC1CCc2sc3c(c2C1)c(=O)n(CC(=O)O)c(=O)n3Cc1ccc(Cl)cc1 (centres undefined),2.7,2.9,5.7,-1.1,1.9,-3.5,0.2,0.2,9.5
CCOC(=O)C(C)n1cnc2sc(C)c(C)c2c1=O (centres undefined),-1.8,-0.1,-0.9,6.1,-7.4,-3.2,0.0,-0.1,-0.8
CC(C)(C)c1cc(C(=O)N2CCN(c3ncccn3)CC2)ccn1,28.9,-5.0,5.2,-7.8,-1.8,8.8,-0.1,0.0,-1.1
CCOC(=O)N1CCN(c2c(N3CCC(N4CCCCC4)CC3)c(=O)c2=O)CC1,2.4,-1.9,2.1,5.8,0.1,-0.3,0.1,-0.4,-5.4
Cc1ccc(NC(=S)NCc2cccn2C)cc1,17.2,-8.4,4.0,-19.7,-0.8,-8.0,1.2*,-1.2,-9.9
Cc1cc(NC(=O)CCC(=O)N(Cc2cccs2)C(C(=O)NC2CCCC2)c2cccnc2)no1 (centres undefined),5.3,-1.6,-0.7,14.3,-0.4,6.9,0.1,3.6,0.1
COc1ccc(-c2ncccc2OC(=O)C23CC4CC(CC(C4)C2)C3)cc1,-0.5,-1.9,1.8,12.8,2.8,-2.1,0.1,-3.9,3.4
COc1ccccc1-c1cn[nH]c1-c1ccc(OCc2ccccc2)cc1O,23.1,0.0,0.9,-6.6,-0.1,-3.9,0.1,2.5,-0.5
CC(C)(C)c1cc(=O)n2[nH]c(N)nc2n1,12.1,0.8,0.7,13.6,-2.2,-9.0,0.6,3.4,1.8
CC(=O)Nc1ccc(S(=O)(=O)NCC2CCC(C(=O)N3CC(C)CC(C)C3)CC2)cc1 (centres undefined),-8.3,1.2,0.2,5.7,0.3,0.5,0.2,4.2,6.8
CCCc1nnc(SCC(=O)O)n1/N=C/c1ccc2c(c1)OCO2,0.0,-1.4,0.4,-9.5,1.4,-1.7,0.0,-1.6,-3.4
CCc1cccc2c(=O)c(C(=O)NCCCOC)c[nH]c12,5.3,-3.8,1.5,-5.4,-2.3,6.3,0.1,-3.2,-0.6
COc1cc(S(=O)(=O)N2CCN(C(=O)c3ccco3)CC2)c(OC)cc1C,-13.0,-2.6,4.3,-3.8,-0.1,-8.8,0.1,-3.9,-6.9
CC1Cc2nc(SCC(=O)Nc3ccc4c(c3)OCCO4)n(C)c(=O)c2S1 (centres undefined),14.9,2.5,1.4,-9.3,-1.9,-4.1,0.0,7.4,20.6
CC(C)(C)C(=O)N(CCN(C(=O)C(C)(C)C)c1ccccc1)c1ccccc1,6.6,-0.4,-1.7,10.6,2.6,7.6,2.0,-0.3,-0.2
CC1CC2(CCCC2)Nc2ccc(F)cc21 (centres undefined),-7.7,-2.4,-0.1,-3.7,-2.0,-7.2,0.1,-3.2,4.0
Cc1nc2cc(C(=O)OCC(=O)NC3CCS(=O)(=O)C3)ccc2n1-c1ccccc1 (centres undefined),7.6,-2.8,2.3,-5.6,-2.5,2.9,-0.1,0.5,-1.2
O=C(O)CCC(=O)N1N=C(c2c(-c3ccccc3)c3cc(Cl)ccc3[nH]c2=O)CC1c1cccs1 (centres undefined),2.9,-3.8,-0.1,5.8,4.5,8.3,-0.1,0.3,8.6
CCOC(=O)C1=NNC2C(=O)N(Cc3ccccc3)C(=O)C12 (centres undefined),-3.6,-2.0,0.8,6.3,0.3,-0.4,-0.1,-1.6,-3.0
Cc1nc(Sc2nnnn2C)c2c3c(sc2n1)CCC3,0.8,2.0,1.1,5.9,-4.0,0.3,-0.1,-4.0,-3.2
Cc1ccc(C(=O)NCC(=O)NCCCc2ccccc2)cc1,-10.7,7.1,0.8,-3.3,-0.9,-11.4,0.2,-1.3,-4.9
Cc1cccc(NC(=O)C2CCCN(c3nc(C)cc(C)n3)C2)c1 (centres undefined),1.4,-0.5,0.2,-2.7,-2.6,5.9,-0.2,3.2,0.7

# Just PREPL inh, TPT1 inhibitor and HCV core dimer (two entries from above):
compound,PREPL inh,TPT1 inhibitor,HCV core dimer
CCOC(=O)N1CCN(c2c(N3CCC(N4CCCCC4)CC3)c(=O)c2=O)CC1,2.4,-1.9,-5.4
O=C(CN1C(=O)NC(Cc2ccccc2)C1=O)NC(=O)NC1CCCCC1 (centres undefined),27.4,2.9,11.0

# (listing goes on)
SMILES,PREPL inh,TPT1 inhibitor,PP5 inh,ZTA counter,PP1 inh,EBNA-1 inhibitor,Efflux pump mplx,Fh CTSL1 inh,HCV core dimer
Cc1ccc(NC(Cc2cc(C)no2)c2ccccc2)cc1 (centres undefined),14.6,1.9,0.9,-11.9,-0.1,-5.9,1.2,1.3,0.5
O=C1O/C(=C/c2ccccc2)N=C1c1ccccc1,-2.4,-3.2,0.3,3.0,-1.3,-6.1,0.1,-10.8,4.9
CCOc1ccc(-n2ccnc2SCC(=O)Nc2cc(C)on2)cc1,2.1,118.8*,0.1,-10.5,-2.8,0.7,-0.1,3.6,-2.3
COc1ccc2nc3oc(C(=O)NCc4cccs4)cc3cc2c1,-5.1,-2.8,-3.0,8.4,-0.1,0.2,-0.2,1.1,3.4
Cc1ccc(S(=O)(=O)N(C)Cc2ccc(-c3nnc4n3CCC4)cc2)cc1,7.4,-3.0,-1.8,16.1,4.7,3.6,-0.1,-1.0,9.1
CCc1noc(C)c1C(=O)OCC(=O)NCc1ccccc1,0.7,nt,-0.3,5.9,-5.3,nt,0.0,nt,nt
COC(=O)C1C(O)=C(C=Nc2ccccc2)C(=O)CC1(C)C (centres undefined),-0.4,-1.5,-1.9,-5.8,-0.2,-16.9,-0.1,-3.8,-3.7
COCCn1c(C)cc(C(=O)CSc2nncn2-c2ccccc2)c1C,-6.2,0.6,1.8,-15.2,-1.6,-4.2,0.0,-3.0,-3.2
COc1ccccc1N1CCN(C(=O)CCC(=O)O)CC1,-5.4,0.4,-1.8,9.3,-0.7,11.1,0.1,-3.5,10.3
